Mito fusion yeast = blocks mitochondrial division or promotes mitochondrial fusion. S. cerevisiae fusion-defective mutant growth rescue, CellTiterGlo 48 h. Potency, µM (highest dose often 46.1 µM), inactives show at the top dose growth rescue (activation), actives largely listed as activators. hit rate 0.23% among 320,000;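 note: potency is the fitted concentration of half-maximal effect; % of control where 0% means no effect; nearly all actives have a fitted effect of over 45% in size; temperature-sensitive fusion mutants such as fzo1-1 at 37 °C on non-fermentable ethanol glycerol medium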
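Compounds are tested for their ability to restore growth of mitochondrial fusion-defective yeast strains at non-permissive 37C in YPEG medium over 48 hours. Viability is quantified by luciferase luminescence.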
TCR activator = activators of T cell receptors; 330,000 tested, under 10 active; Potency, µM (series often up to 9.22 µM), for inactives: top-dose activation of IL-2 secretion, most hits filed as activators; AID 504894; primary human leukocytes, anti-CD3, IL-2 HTRF, 48 h; note: % of control where 0% means no effect
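Using a-CD3 beads without co-stimulation, primary human leukocytes were exposed to compounds for 48 hr. An HTRF IL-2 kit measured the cytokine, with europium-to-d2 energy transfer producing emission at 665nm upon 320nm excitation.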
Tb PFK block = blocks T. brucei phosphofructokinase. O15648. T. brucei PFK, ADP-Glo luminescence. hit rate 0.17% among 330,000. Potency, µM (highest dose often 57.5 µM), for inactives: at the highest dose activity, negative = inhibition, most hits filed as inhibitors. AID 485367;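 note: potency is the fitted concentration of half-maximal effect; 0% = uninhibited 1x PFK enzyme wells and -100% = no-enzyme wells; nearly all actives have a fitted effect of over 60% in size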
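Activity is normalized to no-enzyme wells (full inhibition) and 1.25 nM enzyme wells (no inhibition). Reaction: 0.5 mM F6P, 0.1 mM ATP, 45 min RT, ADP-Glo luminescence; concentration-response curves fitted and classed by quality.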
TSG101-PTAP inh = blocks PTAP/TSG101 interaction to inhibit HIV-1 budding. Q99816. Fluorescence polarization, FITC-PTAP peptide / Tsg101 binding. Potency, µM (highest dose often 115 µM), inactives show at the highest dose activity change, negative = inhibition, hits mostly inhibitors. 340,000 tested, under 10 active; active = well fitted inhibition curve with a large enough effect in the main read-out, with a control signal flat, not every such curve was filed as active; inconclusive = small, poorly fitted or top-dose-only effect, or effect the other way, or a change in a side signal; inactive = no such curve, though single readings can be large or run the other way; note: potency is the fitted concentration of half-maximal effect; % of control where 0% means no effect
Target sequence (Q99816 whole entry, looked up): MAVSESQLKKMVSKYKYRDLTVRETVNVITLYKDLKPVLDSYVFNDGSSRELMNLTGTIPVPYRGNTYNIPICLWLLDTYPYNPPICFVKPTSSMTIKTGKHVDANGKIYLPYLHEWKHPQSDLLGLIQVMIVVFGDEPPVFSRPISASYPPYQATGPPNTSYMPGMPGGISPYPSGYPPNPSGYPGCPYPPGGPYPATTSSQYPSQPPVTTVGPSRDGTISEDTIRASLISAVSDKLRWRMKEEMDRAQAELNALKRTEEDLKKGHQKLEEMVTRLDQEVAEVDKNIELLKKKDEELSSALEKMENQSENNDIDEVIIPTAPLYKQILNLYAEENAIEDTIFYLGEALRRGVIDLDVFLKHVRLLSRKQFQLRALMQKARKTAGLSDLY
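Compounds were pin-transferred onto Tsg101 binding domain (10 uM final) in HEPES pH 7.5 buffer, then FITC-PTAP peptide was added at 50 nM final. After 20 min at RT, polarization reported peptide displacement across a qHTS concentration series.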
ELG1 DNA repair = inhibitors of ELG1-dependent DNA repair in HEK293T cells. HEK293T ELG1-luciferase reporter, luminescence, 16 h; DNA damage induced by 5-fluorouridine. Potency, µM (highest dose often 46.1 µM), without a hit: at the highest dose activity change, negative = inhibition, usual class: inhibitors. hit rate 2.3% among 330,000. AID 504467; note: potency is the fitted concentration of half-maximal effect; % is set by controls: 0 for no effect and ±100 for the full control effect; nearly all actives have a fitted effect of over 55% in size
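Step one: seed 2,000 cells per well. Step two: pin-transfer compound or DMSO alongside 5-fluorouridine. Step three: incubate 16 hr, 37 °C, 5% CO2. Step four: add ONE-Glo, wait 30 min, read luminescence.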
TSHR antag = human thyrotropin receptor antagonism; TSHR-expressing cells, TSH-stimulated cAMP HTRF, 2 h; active compounds read low; hit rate 0.2% among 330,000; activity change, negative = inhibition, % at 11.5 µM;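 active = activity change below a set negative limit, meaning inhibition stronger than a set level, cut at about -70% in these data; inconclusive = activity change between two set negative limits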; note: % is set by controls: 0 for no effect and ±100 for the full control effect
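TSHR-expressing cells were treated with compounds, then stimulated with TSH at EC80 (4nM final) for 2 hours at 37 deg C. Cellular cAMP was measured by HTRF competition between lysate cAMP and cAMP-d2 for a cryptate-labelled anti-cAMP antibody.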
Eya2 phos inh = inhibitors of human Eya2 phosphatase activity. O00167. Potency, µM (titrated, usually from 76.9 µM), for inactives: top-dose activity, negative = inhibition, actives largely listed as inhibitors. hit rate 0.006% among 330,000. recombinant Eya2, OMFP fluorescence dephosphorylation (OMFP is methylfluorescein phosphate); note: potency is the fitted concentration of half-maximal effect; % is set by controls: 0 for no effect and ±100 for the full control effect
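Eya2 protein (added as 0.2 uM solution) was preincubated with compound for 10 min at ambient temperature in 50 mM HEPES pH 7.5, 50 mM NaCl, 5 uM MgCl2, 0.05% BSA, 1 mM DTT. OMFP (added at 50 uM) then reacted 10 min; fluorescence read at 485/525 nm.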
Chronic BCR inh = chronic active BCR signaling inhibition; hit rate 0.05% among 340,000; AID 493014; Potency, µM (series often up to 46.1 µM), inactives show at the top dose ratio change, negative = lower green/red ratio, usual class: inhibitors; ABC-DLBCL IkBa-CBG/CBR reporter, luminescence ratio, 4 h; active = well fitted inhibition curve with a large enough effect in the signal ratio, with a control signal flat, not every such curve was filed as active; inconclusive = small, poorly fitted or top-dose-only effect, or effect the other way, or a change in a side signal; the % refers to the signal ratio;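 note: potency is the fitted concentration of half-maximal effect; plate controls were basal doxycycline-induced cells for no effect and cells given 10 µM MG132 for full effect; MG132 reads +100%, hits lower the ratio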
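Compounds up to 46 uM were incubated four hours with TMD8 cells whose green CBG68 luciferase is fused to IkappaBalpha; red CBR luminescence normalised the signal, and concentration-effect curves were fitted to fusion, red and ratio data.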
B2AR arrestin = agonists driving beta-arrestin recruitment to human beta2-adrenergic receptor; P07550; Potency, µM (series often up to 46.1 µM), without a hit: top-dose activation, usual class: activators; hit rate 0.02% among 330,000; beta-arrestin recruitment to beta2AR, cell-based reporter;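 note: potency is the fitted concentration of half-maximal effect; 0% = DMSO controls and full agonism = EC100 isoproterenol or metaproterenol; nearly all actives have a fitted effect of over 65% in size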
USP2a block = inhibitors of human ubiquitin-specific protease USP2a. O75604. USP2 core, Ub-CHOP2 coupled fluorogenic reporter, 485/531. Potency, µM (series often up to 38.3 µM), for the others: top-dose activity change, negative = inhibition, most hits filed as inhibitors. hit rate 0.01% among 330,000;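 note: potency is the fitted concentration of half-maximal effect; plate controls were DMSO wells for no effect and full inhibition by NEM control for full effect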
Target sequence (O75604 whole entry, looked up): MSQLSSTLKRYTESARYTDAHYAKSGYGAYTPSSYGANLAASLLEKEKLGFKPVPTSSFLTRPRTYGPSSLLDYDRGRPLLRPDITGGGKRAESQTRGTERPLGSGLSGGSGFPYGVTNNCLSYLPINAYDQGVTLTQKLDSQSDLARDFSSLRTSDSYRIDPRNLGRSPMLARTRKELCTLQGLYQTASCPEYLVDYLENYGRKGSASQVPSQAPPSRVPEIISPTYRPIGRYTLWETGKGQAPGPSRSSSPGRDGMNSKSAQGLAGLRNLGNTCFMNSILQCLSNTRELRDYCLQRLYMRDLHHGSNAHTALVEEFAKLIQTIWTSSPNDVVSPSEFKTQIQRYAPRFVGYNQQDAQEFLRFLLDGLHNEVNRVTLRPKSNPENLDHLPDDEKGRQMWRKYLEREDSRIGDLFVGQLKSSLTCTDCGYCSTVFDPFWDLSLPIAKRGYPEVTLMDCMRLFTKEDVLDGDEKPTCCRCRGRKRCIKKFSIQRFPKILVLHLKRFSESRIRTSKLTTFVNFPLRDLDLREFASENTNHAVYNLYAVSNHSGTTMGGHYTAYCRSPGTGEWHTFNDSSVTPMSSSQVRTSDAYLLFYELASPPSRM
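USP2 core (10nM final) preincubated 30min RT with compound in 20mM Tris-HCl pH 8.0, 2mM CaCl2, 2mM beta-mercaptoethanol, 0.05% CHAPS; 25nM Ub-CHOP2 plus 25nM reporter substrate added, fluorescence (Ex485/Em531) read after 60min.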
uPA generation = cell surface uPA generation inhibition; cell surface uPA generation assay, qHTS; AID 540303; hit rate 0.31% among 330,000; Potency, µM (top dose mostly 38.3 µM), inactives show at the highest dose activity change, negative = inhibition, most hits filed as inhibitors; active = well fitted inhibition curve with a large enough effect; inconclusive = small, poorly fitted or top-dose-only effect; inactive = no such curve, though single readings can be large or run the other way; tested in mouse RAW 264.7 cells; note: potency is the fitted concentration of half-maximal effect; % is set by controls: 0 for no effect and ±100 for the full control effect; nearly all actives have a fitted effect of over 55% in size
Active calls of the source: *; ? = inconclusive; / = not tested or not shown; [ ] = dose if it differs, or a comment. Unless noted, calls come from the whole dose curve; as a rule, active = well fitted curve in the direction sought with a large enough effect; inconclusive = small, poorly fitted or top-dose-only effect, or another doubt; inactive = no such curve, though single readings can be large; an effect the other way counts as inactive or inconclusive.

SMILES | Mito fusion yeast | TCR activator | Tb PFK block | TSG101-PTAP inh | ELG1 DNA repair | TSHR antag | Eya2 phos inh | Chronic BCR inh | B2AR arrestin | USP2a block | uPA generation
CC(Oc1ccc(Cl)cc1Cl)c1ccnc2nc(N3CCOCC3)nn12 (configuration not stated) | -1.4% | -1.0% | 5.2% | 0.0% | ? | -8.9 | 2.7% | ? | -0.2% | 0.0% | -3.9%
CCN1CCCC1CNC(=O)CCc1nc(-c2ccc(C)cc2)no1 (configuration not stated) | -5.4% | -4.8% | 0.4% | -4.2% | 20.3% | -0.5 | -7.6% | 6.6% | -0.1% | 3.1% | -2.7%
CC(C)(C)OC(=O)C[C@@H]1C/C=C\C[C@H](CC(=O)N[C@H](CO)Cc2ccccc2)C(=O)N[C@H](Cc2ccccc2)COC1=O | / | -6.5% | 4.5% | -5.4% | ? | -15.9 | 7.4% | 1.1% | -0.1% | 0.3% | -10.0%
O=C(CCN1C(=O)[C@@H]2Cc3ccccc3CN2C1=O)N[C@@H](Cc1ccccc1)C(=O)O | 0.1% | 2.2% | 2.3% | -0.9% | -1.4% | -7.7 | 9.1% | 1.9% | -0.3% | 3.7% | 5.0%
CCOC(=O)c1cccc(NC(=O)c2ccc(N(C)C)cc2)c1 | -2.8% | -8.5%[46.1 µM] | 0.5% | -6.0% | ? | 8.7 | -2.7% | ? | -0.5% | -1.4% | -15.8%
COc1ccc(OCC(=O)Nc2c3c(nn2-c2ccccc2)CS(=O)(=O)C3)cc1 | 0.3% | -10.5% | -4.1% | 0.1% | -16.2% | -3.7 | 6.5% | ? | 0.5% | 1.8% | -4.4%
CC1CCN(C(=O)CNC(=O)c2ccc(Br)o2)CC1 | / | 2.5% | -2.2% | -0.4% | ? | 5.1 | 4.6% | -2.7% | 0.0% | 4.4% | -1.2%
Cc1ccc(-c2nnc(Nc3ccc(OCC(N)=O)cc3)c3ccccc23)cc1S(N)(=O)=O | 3.9% | 5.9% | -8.9% | -4.4% | 15.2% | -2.5 | -4.3% | 0.8% | -0.4% | -0.7% | 0.3%
Cn1c(=O)c2c(nc(SCCCC#N)n2Cc2ccccc2F)n(C)c1=O | 8.1% | 2.4%[46.1 µM] | -0.3% | -0.5% | ? | 25.0 | -1.3% | 8.6% | 0.6% | 3.6% | -4.2%
Cn1nc(-c2ccccc2)c(-c2nc(-c3cccc(C(F)(F)F)c3)no2)c1Cl | 0.0% | -0.7% | -3.1% | -1.1% | -9.5% | 10.0 | 12.7% | 6.8% | 0.1% | 1.8% | -0.7%
COc1ccc(OCC(=O)Nc2cc3oc4ccccc4c3cc2OC)cc1 | 0.3% | 4.9%[46.1 µM] | -0.3% | 0.7% | -24.7% | 3.4 | -2.3% | -2.0% | -0.5% | 3.8% | -2.3%
COCCC(=O)N1CCC(Oc2ccc(C(=O)NCCCC3CCCC3)cc2)CC1 | 5.2% | 0.3% | 1.3% | 0.9% | 2.9% | 3.5 | -4.4% | 3.6% | -0.8% | -1.2% | ?
COc1ccccc1CNC(=O)c1cc(C(=O)CC(C)C)c[nH]1 | -1.1% | -1.9% | 6.1% | -4.5% | -6.2% | -10.3 | 7.6% | 2.8% | 0.5% | 7.0% | -2.0%
CCOc1ccc2nc(NC(=O)Nc3ccccc3)sc2c1 | 7.6% | -5.7% | 1.4% | -3.0% | ? | 3.8 | 21.9% | ? | -0.3% | ? | 3.8%
COc1ccccc1C(=O)NC(=O)COC(=O)c1ccc([N+](=O)[O-])cc1 | -10.8% | 3.0% | 0.4% | 0.0% | 13.8% | 0.7 | -9.1% | 0.2% | 0.2% | -0.9% | -1.5%
O=C1CCc2cc(S(=O)(=O)N3CCN(C(=O)c4ccco4)CC3)ccc2N1 | -1.8% | 2.7% | -0.4% | -2.2% | -2.7% | -3.7 | 13.6% | -0.3% | -0.2% | -5.3% | /
CCCCc1cc(=O)oc2cc(C)cc(OCC(=O)NCc3ccncc3)c12 | 16.0% | 2.2% | 2.0% | -1.5% | -6.2% | -2.5 | 3.4% | -1.1% | 0.7% | 2.1% | -0.2%
O=C(N/N=C/c1ccco1)c1cc(-c2ccccc2)nc2ccccc12 | -2.6% | 2.6% | -4.7% | -7.3% | ? | 3.9 | 4.1% | ? | 0.1% | 0.1% | -12.3%
CCNC(=S)NNC(=O)c1csc(C)c1 | 6.6% | 1.5%[46.1 µM] | -0.2% | -2.7% | 2.9% | 15.0 | -1.3% | ? | -0.4% | 5.7% | -3.1%
Cc1ccc(-n2cc(CN3CCNC(=O)CC3)c(-c3cccc(C)c3)n2)cc1 | 18.9% | -4.7% | -4.9% | -4.2% | -16.7% | 9.5 | -2.7% | ? | -1.0% | 0.8% | 7.4%
Cc1ccc2ncnc(Oc3ncccc3[N+](=O)[O-])c2c1 | 4.6% | -4.5% | 0.4% | -6.6% | ? | 2.7 | 14.1% | -8.6% | -0.2% | 0.3% | -17.8%
COc1ccc(C2=NN(CN3C(=O)C(=O)c4ccccc43)C(c3ccc(OC)cc3)C2)cc1 (configuration not stated) | -4.7% | 2.0% | -5.5% | 1.3% | ? | 15.2 | 5.5% | -0.6% | 2.1% | 0.6% | -5.9%
CC1CCN(S(=O)C23CC4CC(CC(C4)C2)C3)CC1 (configuration not stated) | ? | -5.0% | 1.2% | -3.2% | -8.0% | -1.6 | -0.6% | 2.8% | 0.2% | -0.1% | -0.2%
O=C1N=c2ccccc2=C1c1c(O)[nH]c2c(C(F)(F)F)cccc12 | -12.5% | -6.2% | 2.1% | 0.0% | -8.5% | -0.3 | -0.2% | 5.0% | -1.0% | -0.8% | -1.5%
O=C(COc1cc(O)c2c(=O)cc(-c3ccccc3)oc2c1)c1ccc(F)cc1 | 3.0% | 0.2% | -4.8% | -3.3% | -20.1% | 8.8 | -4.5% | ? | -0.7% | 3.5% | -12.5%
Following part
SMILES | Mito fusion yeast | TCR activator | Tb PFK block | TSG101-PTAP inh | ELG1 DNA repair | TSHR antag | Eya2 phos inh | Chronic BCR inh | B2AR arrestin | USP2a block | uPA generation
Cc1c(C(=O)Nc2ccc(Cl)cc2)c2ccccn2c1C(=O)c1ccccc1 | -2.1% | 0.7% | -1.1% | -9.9% | 11.7% | -8.9 | -1.7% | / | 0.1% | -0.4% | 2.4%
O=C(CC1SCCNC1=O)Nc1cccc(Cl)c1 (configuration not stated) | -3.6% | -6.5% | -4.9% | -17.3% | ? | -0.7 | 5.1% | ? | -0.9% | -0.4% | -4.0%
CSc1oc(-c2ccccc2)nc1S(=O)(=O)c1ccc(F)cc1 | 6.8% | -3.3% | -6.0% | -3.4% | ? | -12.7 | -10.0% | ? | 0.0% | -3.9% | -9.0%
Cc1ccc(C(=O)NCc2ccccc2F)cc1S(=O)(=O)N1CCCC1 | -5.7% | 8.0% | -3.2% | -1.2% | -12.0% | 0.5 | 4.2% | -1.1% | 0.4% | 0.9% | 1.9%
Cc1ccc(OCCCn2ccnc2)c(Br)c1 | -13.7% | / | 0.1% | -3.3% | 8.2% | 6.2 | -9.7% | -3.7% | 0.0% | -2.0% | 0.9%
CCCn1nnc(NC(=O)c2ccc(Br)cc2)n1 | 2.8% | -103.0% | 0.2% | -2.7% | ? | -11.2 | 30.7% | ? | -0.8% | -0.4% | -5.1%
Cc1oc(-c2ccccc2Cl)nc1CS(=O)CC(=O)NCc1ccccc1Cl (configuration not stated) | -1.4% | -5.6% | -0.2% | -2.5% | 4.3% | -5.9 | -13.6% | -3.3% | 0.1% | 2.0% | -1.4%
Cc1ccc2nc(C)c(C(=O)N/N=C/c3ccc(N4CCOCC4)cc3)cc2c1 | -3.7% | 2.4%[46.1 µM] | -3.2% | -0.3% | ? | -1.1 | -0.2% | 0.0% | -1.8% | 4.4% | 3.3%
CC(C)N(Cc1nccn1C)C(=O)c1ccc2oc(CCCc3ccccc3)nc2c1 | -9.3% | 1.0% | 1.6% | -3.5% | 9.1% | 3.9 | -13.7% | 15.4% | -0.6% | 2.3% | 2.0%
O=C(Nc1ccccc1N1CCOCC1)c1ccc2c(c1)OCO2 | 1.2% | 3.7% | -13.1% | -0.5% | -10.8% | 9.5 | -3.7% | 0.8% | -0.5% | 4.6% | 2.4%
CC1CN(Cc2ccccn2)CCC1=O (configuration not stated) | -2.5% | -2.4%[46.1 µM] | -0.5% | -2.1% | 3.4% | -0.9 | 11.5% | -1.4% | 0.1% | 1.8% | 3.0%
CCCCNC(=O)c1ccc(N2CCC3(CC2)OCCO3)c([N+](=O)[O-])c1 | 0.1% | 0.4%[46.1 µM] | 0.2% | -2.6% | -29.1% | -0.1 | -14.3% | ? | 0.2% | 0.3% | -1.5%
